Source: PubChem
CAL PDZ FP-1 = CAL PDZ (human) peptide binding inhibition; Q9HD26; purified CAL PDZ, TMR-peptide fluorescence polarization, 1 h; inhibition, % at 24.9 µM; 0.92% of 300,000 active; AID 602252;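 active = mean inhibition of at least 30% with at least half of replicates also reaching 30%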;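 also: 0% = DMSO neutral control and 100% = excess unlabeled competitor peptide PRC23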
Arrestin-AP2 inh = blocks beta-arrestin peptide binding to AP2 adaptin | FITC-arrestin peptide / GST-AP2 beads, flow cytometry; AP2 beta2 appendage carries R879A mutation | inhibition, % at 10 µM | 0.31% of 340,000 active | AID 504490;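 active = inhibition above a set limit, near 3 SD of compounds lacking own fluorescence, cut at about 54% in these data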;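 also: plate controls were DMSO wells for no effect and 5 µM unlabelled arrestin peptide for full effect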
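Measured by: flow cytometry, FL1 (488/535 nm); Material: AP2 appendage R879A on GSH beads; Evaluation: percent response; Timing: pre-incubation 12 min, peptide binding 1 h, room temperature; Also added: 50 nM FITC-arrestin peptide; Medium: PBS with 0.05% Tween 20 and 0.1% BSA.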
RTF Ca sens inh = cardiac RTF calcium desensitization | IANBD-labeled cardiac RTF, Ca2+ fluorescence | 0.12% of 340,000 active | P19429+P45379 | inhibition, % at 7.15 µM;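 active = inhibition above the mean inhibition of all tested compounds plus 3 SD, cut at about 17% in these data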;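 also: assay run at fixed EC70 calcium of 1.6 mM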
NSD2 inh = inhibitors of human histone methyltransferase NSD2. O96028. NSD2 peptide methylation, AlphaScreen, 120 min. inhibition, % at 12.5 µM. 0.54% of 310,000 active. AID 743445; in the data active = inhibition above about 50%
Keap1-Nrf2 PPI = disrupts human Keap1 binding to Nrf2 peptide | Keap1 Kelch-Nrf2 peptide fluorescence polarization, 1536-well | Q14145 | AID 504523 | inhibition, % at 9.4 µM | 0.15% of 340,000 active; in the data active = inhibition above about 12%;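 also: human Keap1 Kelch domain with fluorescein labeled Nrf2 9mer peptide probe; 0% = neutral control wells and 100% = peptide positive control; higher means more block of Keap1 binding to Nrf2 peptide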
Target sequence (Q14145 whole entry, looked up, the tested form may be a part): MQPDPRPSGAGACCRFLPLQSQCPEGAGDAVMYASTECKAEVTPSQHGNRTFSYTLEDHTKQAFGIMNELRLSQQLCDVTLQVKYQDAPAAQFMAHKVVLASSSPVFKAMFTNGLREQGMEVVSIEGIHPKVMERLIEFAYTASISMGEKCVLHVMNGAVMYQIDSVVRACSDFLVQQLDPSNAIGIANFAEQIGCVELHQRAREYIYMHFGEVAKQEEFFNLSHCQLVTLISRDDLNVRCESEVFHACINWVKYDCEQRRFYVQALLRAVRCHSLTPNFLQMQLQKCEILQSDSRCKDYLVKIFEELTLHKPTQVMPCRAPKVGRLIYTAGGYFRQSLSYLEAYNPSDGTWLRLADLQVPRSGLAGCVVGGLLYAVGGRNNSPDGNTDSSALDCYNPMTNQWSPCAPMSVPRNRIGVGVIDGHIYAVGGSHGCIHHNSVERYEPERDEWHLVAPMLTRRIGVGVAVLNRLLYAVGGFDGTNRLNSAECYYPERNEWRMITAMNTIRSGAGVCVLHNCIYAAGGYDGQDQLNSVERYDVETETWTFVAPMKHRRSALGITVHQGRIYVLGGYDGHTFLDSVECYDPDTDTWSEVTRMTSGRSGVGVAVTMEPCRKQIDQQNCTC
DSG3 Ab inh = inhibitors of pemphigus antibody binding to human desmoglein-3. DSG3-coupled beads, scFv-anti-DSG3-GFP binding, flow cytometry; active compounds read low. binding (percent of control), % at 10 µM. 0.48% of 310,000 active;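 active = binding more than 3 SD below its plate's average and above zero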;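 also: hits lower antibody fragment binding to DSG3; some compounds called inactive have numbers as strong as hits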
C-LANA FP = inhibitors of KSHV LANA C-terminal domain DNA binding. 0.078% of 340,000 active. MBP-C-LANA/FAM-LBS DNA binding, fluorescence polarization. inhibition, % at 9 µM;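 active = highest replicate inhibition at or above 60% at 9 µM, even if other replicates fall short; inactive = all replicates below 60% inhibition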;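 also: 0% = neutral control wells and 100% = 4 µM acridine orange control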
DAGLB inhibitor = blocks human DAGLB lipase activity; Q8NCG7; HEK293T DAGLB membrane lysate, EnzChek fluorogenic substrate; inhibition, % at 5.17 µM; 0.059% of 340,000 active; AID 504411; in the data active = inhibition above about 34%;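 also: 0% = enzyme with vehicle and 100% = wells lacking enzyme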
CAL PDZ FP-2 = inhibitors of human CAL PDZ peptide binding; purified CAL PDZ, TMR-peptide fluorescence polarization, 1 h; AID 504414; Q9HD26; inhibition, % at 20 µM; 0.02% of 330,000 active;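 active = highest replicate inhibition of at least 40%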;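 also: plate controls were DMSO neutral control wells for no effect and unlabeled competitor peptide control wells for full effect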
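Material: tagged CAL PDZ protein CerCALP, purified; buffer or medium: sodium phosphate/NaCl buffer pH 7.4 with TCEP, IgG, Thesit; also added: fluorescent TMR peptide probe; schedule: 1 h incubation at room temperature before polarization reading; technique: fluorescence polarization from S- and P-plane intensities, G-factor corrected; control set: unlabelled peptide and DMSO controls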
V-ATPase pH = yeast V-ATPase proton transport regulation by pHLuorin; S. cerevisiae, pHLuorin cytosolic pH fluorescence; response, % at 10 µM; 0.37% of 350,000 active; AID 504577; in the data active = response mostly above about 7.3%, no sharp cut-off; inactive = mostly below about 5.4%; also: actives read high; inactives centre near 0; some compounds called inactive have numbers as strong as hits
* hit, by the source's call; . = not tested or not shown. Only part of the results is shown; rates above refer to the full screens.

SMILES | CAL PDZ FP-1 | Arrestin-AP2 inh | RTF Ca sens inh | NSD2 inh | Keap1-Nrf2 PPI | DSG3 Ab inh | C-LANA FP | DAGLB inhibitor | CAL PDZ FP-2 | V-ATPase pH
Cc1cc(C)cc(N(CC(=O)NC2CCCC2)C(=O)c2csnn2)c1 | 0 | 3 | -5 | -1 | 2 | 100 | -0.7 | -1 | -1.3 | 0
COc1ccc2c(ccc[n+]2CC(=O)c2ccccc2)c1 | . | 24 | -16 | -1 | -3 | 103 | 0.7 | -1 | -1.5 | -7
COc1ccc(-c2nnc(-c3ccc(N(C)C)cc3)o2)cc1 | . | 14 | -4 | . | -3 | 97 | 1.0 | -1 | -1.3 | 4
O=S(=O)(Nc1ccc(N2CCCCC2)cc1)c1ccc(F)cc1F | . | 0 | . | 7 | . | 112 | . | . | . | -5
Cn1ncc(Cl)c1C(=O)N1CCCc2ccccc21 | -4 | 13 | -12 | -1 | -5 | . | -0.8 | -2 | -1.1 | 5
Cc1c(S(=O)(=O)N2CCN(c3cccc(Cl)c3)CC2)c(=O)n(C)c(=O)n1C | -4 | -7 | -4 | -2 | -2 | 101 | 0.4 | 1 | 0.7 | -1
CCN(Cc1ccccc1)S(=O)(=O)c1ccc(C(=O)N(CCCN(C)C)c2nc3cc(OC)ccc3s2)cc1 | . | 7 | 1 | 1 | -1 | 109 | -1.9 | -2 | -2.5 | 1
COC(=O)c1ccccc1NC(=O)c1cnn2c(C(F)F)cc(C3CC3)nc12 | -5 | 8 | 1 | 1 | -9 | 118 | 1.2 | -8 | . | -2
COc1ccc(NC(=O)N2CCCC2C(=O)NC2CCCC2)cc1 (configuration not stated) | . | 3 | -14 | 0 | -3 | 135 | -1.0 | 0 | -0.3 | -1
Cn1c(=O)oc2cc(S(=O)(=O)NCCC(=O)N3CC=C(c4ccccc4)CC3)ccc21 | -3 | -4 | -7 | -2 | 2 | 92 | 5.2 | -1 | -1.1 | -1
Cc1cc(C)cc(C(=O)N[C@@H](C)C(=O)N2CCC3(CC2)NCCc2[nH]cnc23)c1 | -2 | 23 | -1 | -8 | 1 | . | 0.9 | 0 | -0.8 | -2
CC(C)C1NC2(C(=O)c3ccccc3C2=O)C2C(=O)N(c3ccc(F)cc3)C(=O)C12 (configuration not stated) | -2 | -2 | -15 | -5 | -1 | . | 3.3 | -3 | -0.7 | -1
CCC1(C(=O)NC(=Nc2ccccc2)Nc2ccccc2)CCOC1=O (configuration not stated) | 0 | 1 | -8 | -5 | -2 | 110 | 4.3 | 0 | 0.1 | 8
Cc1ccc(C(=O)CSc2nc3ccccc3c(=O)n2-c2ccccc2)s1 | -5 | 20 | 8 | 0 | 1 | 100 | 2.8 | 2 | 0.9 | 2
O=C1C=C(c2cc(F)ccc2F)C[C@@H](c2ccc(F)cc2)C1 | -3 | -3 | 4 | . | -7 | 108 | 0.8 | -1 | -0.4 | 8
O=C(N/N=C/c1ccc2c(c1)OCO2)c1ccccn1 | -3 | 3 | 2 | 0 | -1 | 100 | -1.2 | 5 | -3.4 | 0
CC1CCC/C(=N\NC(=O)Nc2ccccc2)C1 (configuration not stated) | -1 | 8 | 4 | -1 | -3 | 79 | -0.3 | -4 | -0.4 | 3
C/C(=N/NC(=O)CNC(=O)Cc1ccccc1)c1ccco1 | -3 | 1 | -4 | 2 | 6 | 84 | 0.4 | -1 | -1.7 | 4
CC1(C)CC(=O)C=C(Nc2cccc(O)c2)C1 | -3 | -1 | 1 | 0 | 0 | 100 | 0.2 | -4 | . | -1
CCc1ccccc1NC(=O)CCc1c(C)nn(-c2ccc(N3CCOCC3)nn2)c1C | -3 | -9 | 0 | -3 | -3 | 89 | -1.2 | -2 | -2.2 | 2
COc1ccc(S(=O)(=O)NNC(=O)C23CC4CC(CC(C4)C2)C3)cc1 | -1 | -4 | 1 | -1 | -4 | 109 | -2.2 | 2 | -2.1 | 4
CCOc1ccc(C(=O)NCC(C)NC(=O)c2ccc(OCC)cc2)cc1 (configuration not stated) | -4 | -10 | -4 | 15 | 3 | 101 | -0.2 | -5 | -0.5 | -4
COc1cccc(Nc2ncnc3ccccc23)c1 | -2 | -2 | -5 | 4 | 2 | 110 | 0.3 | 2 | -1.4 | -2
CCOC(=O)C1CCCN(C(=O)Cn2cnc3c2c(=O)n(C)c(=O)n3C)C1 (configuration not stated) | 15 | 6 | 4 | -1 | -1 | 93 | -0.6 | 0 | -1.6 | 1
CCOC(=O)C1(Cc2cccc(OC)c2)CCCN(C(=O)CNC(C)=O)C1 (configuration not stated) | 0 | -2 | -2 | -1 | -4 | 116 | -0.5 | 0 | -2.3 | 3

Some of the entries so far, with tabs.
SMILES	CAL PDZ FP-1	Arrestin-AP2 inh	RTF Ca sens inh	NSD2 inh	Keap1-Nrf2 PPI	DSG3 Ab inh	C-LANA FP	DAGLB inhibitor	CAL PDZ FP-2	V-ATPase pH
Cc1cc(C)cc(C(=O)N[C@@H](C)C(=O)N2CCC3(CC2)NCCc2[nH]cnc23)c1	-2	23	-1	-8	1	.	0.9	0	-0.8	-2
O=C1C=C(c2cc(F)ccc2F)C[C@@H](c2ccc(F)cc2)C1	-3	-3	4	.	-7	108	0.8	-1	-0.4	8

(list continues)
SMILES | CAL PDZ FP-1 | Arrestin-AP2 inh | RTF Ca sens inh | NSD2 inh | Keap1-Nrf2 PPI | DSG3 Ab inh | C-LANA FP | DAGLB inhibitor | CAL PDZ FP-2 | V-ATPase pH
CN(CP(=O)(O)C(O)c1ccccc1)S(C)(=O)=O (configuration not stated) | 0 | 7 | -2 | -2 | -6 | 103 | 0.1 | -1 | -0.5 | 0
COc1ccc(/C=N/NC(=O)CNC(=O)COc2ccccc2)cc1 | 2 | 3 | -16 | -1 | 3 | 112 | 1.5 | 0 | -0.4 | 6
CC(=NCCc1ccccc1)C1=C(O)C(c2ccccc2)OC1=O (configuration not stated) | 0 | -1 | -11 | -4 | -5 | 97 | 1.2 | 0 | -5.6 | 0
COC(=O)c1ccc(NC(=O)CN2CCN(c3ccccn3)CC2)cc1 | -2 | 0 | 2 | 5 | -5 | 103 | 3.0 | 0 | 1.1 | -2
CCCNS(=O)(=O)c1cc2c3c(c1)CCN3C(=O)CC2 | -3 | -3 | -6 | -2 | -2 | 98 | 0.3 | 1 | -1.2 | 3
CC(C)n1cc(NC(=O)COc2ccccc2Cl)cn1 | 2 | -11 | -21 | -1 | -6 | 109 | -2.8 | 2 | -1.4 | 4
Cc1ccc2c(c1)CCCN2C(=O)C1CCCO1 (configuration not stated) | 2 | 5 | -3 | 0 | -9 | 103 | 0.5 | -2 | 0.4 | -5
O=C(NC1CCCC1)c1cccc2c1C(=O)c1ccc(N3CCCCC3)cc1S2(=O)=O | 2 | 29 | -4 | . | 3 | 108 | 23 | -1 | -0.4 | -9
O=C(CCN1C(=O)C2C3C=CC(C3)C2C1=O)NC1CCCc2ccccc21 (configuration not stated) | 0 | 17 | -6 | 4 | 1 | . | 1.5 | 0 | -0.8 | 9
COc1cc(C(=O)NCCCN2CCCC2=O)cc(Br)c1OCc1ccccc1 | -7 | -1 | 9 | 0 | 0 | 106 | -0.8 | -1 | 0.2 | 1
CC(NC(=O)C(C)N1C(=O)c2ccccc2C1=O)c1ccccc1 (configuration not stated) | -5 | 1 | -9 | -5 | -6 | 103 | 1.8 | 1 | 1.0 | -2
CCN1/C(=C/c2ccc3cc(C)ccc3[n+]2CC)Sc2ccccc21 | 2 | 4 | -52 | 45 | -37 | 254 | -74 | -15 | 6.2 | 4
COc1ccc(-c2nc3ccccc3n2OC(C)C(=O)O)cc1 (configuration not stated) | 6 | 13 | -17 | -1 | -1 | 103 | -0.4 | 0 | 0.4 | 1
CCN(CC)CCCNc1nc2cc(OC)c(OC)cc2c2nc(-c3ccccc3)nn12 | -14 | 26 | 6 | . | 0 | 102 | -17 | -2 | -2.0 | 1
O=C(NCC(=O)N(c1cccnc1)C(C(=O)NC1CCCCC1)c1ccccc1F)c1ccco1 (configuration not stated) | . | -6 | -1 | . | -6 | . | -0.8 | 1 | -0.2 | 0
O=C(Cn1cnc2c(nnn2Cc2ccc(F)cc2)c1=O)Nc1ccc2c(c1)OCCO2 | 4 | 30 | -2 | -6 | -1 | 103 | -1.2 | 0 | -0.2 | 1
CCc1ccc(CN2CCC(n3nccc3NC(=O)C3CCCC3)CC2)cc1 | -1 | 10 | 2 | -1 | -1 | 113 | 1.3 | 2 | 0.4 | -2
CCOC(=O)C1CCN(C(=O)c2ccccc2NC(C)=O)CC1 | -2 | 2 | -3 | 1 | -4 | 148 | -0.4 | 0 | -0.8 | 3
O=C(CN1CCC(C(=O)c2ccc(Cl)cc2)CC1)Nc1ccc2c(c1)OCCO2 | -7 | 17 | 4 | 2 | 1 | 104 | -1.8 | 0 | . | -2
CC(=O)C1=C(O)C(=O)N(c2ccc(Br)cc2)C1c1ccc(Br)cc1 (configuration not stated) | -5 | -13 | -11 | 0 | -1 | 92 | 0.1 | 17 | -1.4 | 3
COc1cccc(CC(=O)Nc2ccc3c(c2)OC2(CCCC2)O3)c1 | -6 | -8 | 1 | 4 | 2 | 98 | -0.4 | 0 | -0.7 | -1
O=C(NC(=O)c1cccc(F)c1)OC[C@@H]1CCCN2CCCC[C@H]12 | . | 1 | -8 | . | 2 | 121 | 1.7 | -3 | -0.8 | -2
CCC(C)c1ccccc1NC(=O)c1[nH]c(C)c(C(C)=O)c1C (configuration not stated) | -7 | 20 | -7 | -8 | 1 | . | -0.7 | -3 | -2.2 | -2
COc1ccc(NN=Nc2ccc([N+](=O)[O-])cc2)cc1 | 42* | 31 | 1 | -1 | -4 | 100 | -1.5 | -3 | 0.2 | 5
CCN(CCO)Cc1csc2ccc(Br)cc12 | 2 | 7 | -3 | 2 | -3 | 114 | 1.6 | 0 | . | 0
Cc1ccc(C(=O)C(C)OC(=O)c2n[nH]c(=O)c3ccccc23)cc1 (configuration not stated) | -5 | -1 | -3 | 1 | 5 | 113 | 2.0 | -1 | -2.1 | -1
CCc1ccccc1NC(=O)N[C@@H](C)C(=O)OC | 0 | 1 | -9 | -2 | -3 | 103 | -1.9 | -1 | -1.9 | 0
CCn1c(CNC(=O)c2ccc(OC)cc2)nnc1SC | . | -4 | 3 | . | 2 | 98 | -1.0 | 4 | 0.1 | -1
CCOCCCN1C(=O)CN(C2CCC(C)CC2)C(=O)C1c1ccc(C)cc1 (configuration not stated) | -12 | -5 | -5 | 0 | -2 | 103 | 3.5 | 2 | 0.2 | 2
C[C@@H]1CN(C2CCN(Cc3nc(CC4CC4)no3)CC2)C[C@H](C)O1 | 2 | 13 | -4 | 5 | -2 | 103 | -0.4 | -2 | -0.1 | 0
